Pf gametocyte: P. falciparum stage V gametocyte viability inhibition; inhibition, % at 10.9 µM; 150,000 compounds, 0.065% hits; P. falciparum stage V gametocytes, ATP luminescence, 24 h;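 active = inhibition above the mean plus 3 SD of compounds within the control limits, set per campaign, cut at about 38% in these data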;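 note: 0% = DMSO wells and 100% = medium only without gametocytes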
Mcl1 Noxa PPI: Mcl-1/Noxa interaction inhibition; Q07820; inhibition, % at 21.7 µM; TR-FRET Mcl-1/Noxa peptide binding, 2 h; 220,000 compounds, 1.5% hits; AID 1022;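 active = compounds that cut the protein-peptide binding signal by more than 50% relative to plate controls in a single-dose test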;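 note: His-tagged Mcl-1 with rhodamine Noxa BH3 peptide and terbium anti-His antibody; 0% = Mcl-1 plus Noxa peptide wells and 100% = peptide-only wells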
Target sequence (Q07820 whole entry, looked up): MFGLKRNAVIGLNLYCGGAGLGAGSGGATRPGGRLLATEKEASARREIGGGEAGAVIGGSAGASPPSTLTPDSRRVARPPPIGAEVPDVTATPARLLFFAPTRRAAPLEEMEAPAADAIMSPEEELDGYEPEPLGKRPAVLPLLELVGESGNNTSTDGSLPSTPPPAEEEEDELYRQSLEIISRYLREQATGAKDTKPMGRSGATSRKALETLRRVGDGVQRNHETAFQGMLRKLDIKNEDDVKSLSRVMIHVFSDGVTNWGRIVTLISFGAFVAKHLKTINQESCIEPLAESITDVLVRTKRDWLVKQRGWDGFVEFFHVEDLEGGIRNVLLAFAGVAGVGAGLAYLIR
Avidin fluor: avidin bead compound fluorescence profile | Avidin beads, compound fluorescence 488/530 nm, flow cytometry; stronger effect = higher value | fluorescence (KMESF) at 10 µM | 220,000 compounds, 0.38% hits | AID 1775; in the data active = fluorescence above about 47; note: inactives centre near 10
Mcl1 Bid PPI: Mcl-1/Bid interaction inhibition | inhibition, % at 21.7 µM | TR-FRET Mcl-1/Bid-Dy647 peptide binding, 1536-well | 220,000 compounds, 0.97% hits | Q07820;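 active = compounds that cut the binding signal by more than half at the single screening dose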;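 note: His-tagged Mcl-1 with europium anti-His antibody binding Bid BH3 peptide; 0% = Mcl-1 plus peptide wells and 100% = peptide-only wells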
* marks the source's active call; other numbers are inactive results. Some of the compounds tested (hit frequency here may not be typical).

SMILES	Pf gametocyte	Mcl1 Noxa PPI	Avidin fluor	Mcl1 Bid PPI
O=[N+]([O-])c1ccc(-c2cnc[nH]2)cc1	-8	47	5	-28
CC(/C=N/NC(=O)c1ccccc1F)c1ccccc1 (stereo not drawn)	-15	-2	9	-26
CCn1nc(NC(=O)C2CCCO2)c2cc3cccc(C)c3nc21 (stereo not drawn)	11	-30	12	-2
CCNc1nc(NCC)nc(N/N=C/c2ccc(OC)cc2)n1	-5	-20	7	-16
Cn1cc([N+](=O)[O-])c(C(=O)Nc2ccc(-c3nc4ccccc4o3)cc2)n1	6	12	9	-3
NS(=O)(=O)c1ccc(NC(=O)CN2C(=O)CCC2=O)cc1	20	-14	6	-30
NC(=O)CSc1nnc(-c2ccccn2)n1Cc1ccco1	-13	9	6	-11
O=C1Nc2ccccc2/C1=N/N=C/c1cccc(O)c1	5	12	3	-20
Cc1cc(C)c(-n2c(SCCS(=O)(=O)c3ccc(F)cc3)n[nH]c2=O)c(C)c1	12	4	2	-8
COc1ccc(OCC(=O)NNC(=O)c2c(-c3ccccc3Cl)noc2C)cc1	5	-4	3	5
O=C(OCc1cc2ccccc2[nH]c1=O)c1ccc([N+](=O)[O-])cc1	8	-4	7	-20
O=C1C=CC(=O)N1c1cccc(-c2ccccc2)c1	4	23	8	14
COc1ccc(C(C)=O)cc1COc1ccc(Cl)c(C)c1	-11	10	6	5
COc1cc(/C=C/C(=O)OCC(=O)NC(=O)NC(C)(C)C)ccc1O	25	-2	7	-62
CN1C2CCC1CC(NC(=O)CSCc1ccc(Cl)cc1Cl)C2 (stereo not drawn)	-26	16	3	-1
O=C(Nc1nccs1)C1CCCCN1S(=O)(=O)c1ccccc1 (stereo not drawn)	-7	16	10	-22
O=C(CCCCCN1C(=O)c2cccc3cccc(c23)C1=O)NCc1ccco1	0	-19	4	-14
CC(/C=C/c1ccccc1)=N\NC(=O)Cn1cncn1	20	-4	5	-3
NC1=C(Br)C(=O)c2ccccc2C1=O	6	7	6	2
COC(=O)c1sccc1NC(=O)CC1C(=O)NCCN1C(=O)c1ccccc1 (stereo not drawn)	2	6	7	-7
NNC(=O)c1ncoc1-c1ccc(Cl)cc1	13	7	14	-13
O=C(NC1CCCC1)c1cc2nc(-c3ccccc3)cc(-c3ccccc3)n2n1	3	-9	8	-3
Cc1cc(C(=O)NNc2ccc(Cl)cc2)no1	-20	-25	8	-27
Cc1c(OCC(=O)NC(Cc2c[nH]c3ccc(O)cc23)C(=O)O)ccc2c3c(c(=O)oc12)CCC3 (stereo not drawn)	10	31	8	-133
Cc1ccc(S(=O)(=O)N2CCCCC2)cc1C(=O)Nc1cccnc1	-11	16	6	-7

The final 7 records of the part before open the next one:
SMILES	Pf gametocyte	Mcl1 Noxa PPI	Avidin fluor	Mcl1 Bid PPI
NC1=C(Br)C(=O)c2ccccc2C1=O	6	7	6	2
COC(=O)c1sccc1NC(=O)CC1C(=O)NCCN1C(=O)c1ccccc1 (stereo not drawn)	2	6	7	-7
NNC(=O)c1ncoc1-c1ccc(Cl)cc1	13	7	14	-13
O=C(NC1CCCC1)c1cc2nc(-c3ccccc3)cc(-c3ccccc3)n2n1	3	-9	8	-3
Cc1cc(C(=O)NNc2ccc(Cl)cc2)no1	-20	-25	8	-27
Cc1c(OCC(=O)NC(Cc2c[nH]c3ccc(O)cc23)C(=O)O)ccc2c3c(c(=O)oc12)CCC3 (stereo not drawn)	10	31	8	-133
Cc1ccc(S(=O)(=O)N2CCCCC2)cc1C(=O)Nc1cccnc1	-11	16	6	-7
CC(=O)N1CCOCCOCCOCC1	5	8	6	-5
O=C(O)C1C(C(=O)O)C1(c1ccccc1)c1ccccc1 (stereo not drawn)	-4	-1	4	-22
COC(=O)c1cc2c(N)c(C(=O)c3ccc(Cl)cc3)sc2nc1C(OC)OC	4	13	8	1
Cc1nnsc1C(=O)NNS(=O)(=O)c1cc(C(F)(F)F)cc(C(F)(F)F)c1	15	21	6	8
O=C1CC(C(F)(F)F)=NN1	-9	4	9	-41
COC(=O)C(C)SC1=N/C(=C/c2ccc(-n3cncn3)cc2)C(=O)N1 (stereo not drawn)	13	13	10	-94
COc1ccc(C(=O)N2CC3(CC(c4cccc(NC(=O)CC(c5ccccc5)c5ccccc5)c4)=NO3)C[C@H]2C(N)=O)cc1 (stereo partly drawn)	4	0	14	-3
Nn1c(SCc2cccc(Br)c2)nnc1-c1cccnc1	-12	-1	8	-15
Cc1noc(C)c1C(=O)N1CCC(C(=O)c2ccccc2)CC1	4	3	2	-11
O=C(c1ccc(F)cc1)N1CCCC(C(=O)N2CCc3ccccc3C2)C1 (stereo not drawn)	-10	-14	7	-27
Cc1ccnc(NS(=O)(=O)c2ccc(NS(C)(=O)=O)cc2)n1	-8	-5	6	-21
O=C(CNCc1ccccn1)Nc1cc(C(F)(F)F)ccc1N1CCOCC1	-5	11	7	5
COCCCNCCC(CCC(C)C)c1ccc2c(c1)OCO2 (stereo not drawn)	-4	19	5	10
Cc1[nH]c(=O)[nH]c(=O)c1/C=C/C(=O)O	-13	12	10	-51
O=C(NNC1=Nc2ccccc2SC1)c1ccc(Cl)cc1	-11	-28	7	-49
CN1C2CCC1CC(OC(c1ccccc1)c1ccccc1)C2 (stereo not drawn)	-16	10	11	-19
CCOc1cc(/C=C(/NC(C)=O)C(=O)O)cc(Cl)c1OCc1ccc(Br)cc1	8	33	7	27
Cc1ccc(Nc2nc(N)c([N+](=O)[O-])c(NCCO)n2)cc1C	4	5	5	-9
Cc1nc([N+](=O)[O-])cn1CC(O)c1ccccc1 (stereo not drawn)	-6	-3	8	-3
CC(C)(CC(=O)O)CC(=O)Nc1cc(C(F)(F)F)cc(C(F)(F)F)c1	-10	16	7	0
COc1ccc(NC(=O)CSc2nnc(C3CCCCC3)n2N)cc1	7	11	5	-10
CC(=O)COC(=O)C1CCN(S(=O)(=O)c2cc([N+](=O)[O-])ccc2Cl)CC1	5	8	5	11
O=C1/C(=C/c2ccco2)SC(=S)N1CC1CCCO1 (stereo not drawn)	-5	36	7	-8
O=C(N/N=C/c1ccc([N+](=O)[O-])o1)c1ccc(NS(=O)(=O)c2cccs2)cc1	-8	26	11	-12
O=C(NC1CC1)C1CCN(C2CCN(C(=O)CSc3ccccc3)CC2)CC1	9	-26	6	-12

Next section
SMILES	Pf gametocyte	Mcl1 Noxa PPI	Avidin fluor	Mcl1 Bid PPI
CCOC(=O)C1CCN(S(=O)(=O)c2ccc(-c3ccccn3)s2)CC1	12	-1	4	-10
NS(=O)(=O)c1ccc(CCNC(=O)NC2CCCCC2)cc1	-5	-6	6	-37
CC(=O)O/N=C(\N)Cc1ccc(-c2csnn2)cc1	13	11	7	4
Cc1ccc(NC(=O)C2CCCN2S(=O)(=O)c2ccc3c(c2)n(C)c(=O)c(=O)n3C)c(C)c1 (stereo not drawn)	1	-6	5	-7
Cn1nc(C(F)(F)F)c(-c2cccc(C(F)(F)F)c2)c1NC(=O)c1ccco1	10	-8	8	-11
S=c1[nH]nc(-c2cc(-c3ccccc3)n[nH]2)n1/N=C/C=C/c1ccccc1	14	16	12	-21
N#C/C(=C\c1ccc(O)cc1)C(=O)N1CCCC1	8	3	5	-10
CNC(=O)c1cc(NC(=O)CCn2nc(-c3ccccc3)c3ccccc3c2=O)ccc1OC	-13	-4	6	-14
COc1cc2cc(C(=O)N3CCN(Cc4ccc5c(c4)OCO5)CC3)c(=O)oc2cc1OC	-21	4	7	-20
CN(C)c1ccc(C(=O)OCC(=O)Nc2ccc(N3CCOCC3)cc2)cc1	4	-11	8	-30
CCC(CC)c1nn2c(N)c(/C=C3\C=Nc4ccccc43)c(=O)nc2s1	-24	14	7	-5
O=C1CC(NNC(=O)c2ccc(Br)cc2)C(=O)N1 (stereo not drawn)	-7	16	8	-7
COc1ccc(C(CCN2CCOCC2)c2c(OC)cc(OC)c3c(C)cc(=O)oc23)cc1 (stereo not drawn)	13	7	8	-56
CN1C(=O)C(CC(=O)NCCc2ccccc2)N(NC(=O)c2ccc(Cl)cc2)C1=S (stereo not drawn)	-27	10	8	-13
CC(C)(C)c1cc(C(=O)Nc2ccc(F)cc2)n(Cc2ccc(F)cc2)n1	10	15	7	-15
Nc1ncncc1-c1ccc(Cl)cc1	18	-14	8	-4
CCOc1cc(-c2nc3ccccc3s2)ccc1O	18	4	4	2
N#C/C(=C/c1cccc([N+](=O)[O-])c1)C(=O)Nc1ccccc1O	-8	18	38	-20
CN(C)CCOC(=O)c1ccc2c(c1)S(=O)(=O)c1ccccc1C2=O	15	-22	9	-9
Cc1cc(/C(N)=N/OC(=O)c2cccc(Cl)c2)no1	-10	14	7	-9
C#CCSc1nc(C)cc(C(=O)OCC)c1C#N	-26	3	3	-13
COc1ccc(C2=NN(CC(=O)Nc3ccccc3C)C(=O)CC2)cc1	1	22	7	3
Cc1cc(NC(=O)c2ccc(Cl)c([N+](=O)[O-])c2)no1	11	3	3	-9
N/C(CSc1ncccc1C(F)(F)F)=N\O	-18	14	6	-10
O=C(O)CCC(=O)Nc1ccc(Br)cc1C(=O)c1ccc(Cl)cc1	5	-6	8	-5

Given as labelled records: part of the list above
> Cc1cc(NC(=O)c2ccc(Cl)c([N+](=O)[O-])c2)no1
  Pf gametocyte = 11
  Mcl1 Noxa PPI = 3
  Avidin fluor = 3
  Mcl1 Bid PPI = -9
> N/C(CSc1ncccc1C(F)(F)F)=N\O
  Pf gametocyte = -18
  Mcl1 Noxa PPI = 14
  Avidin fluor = 6
  Mcl1 Bid PPI = -10

Additional records.
SMILES	Pf gametocyte	Mcl1 Noxa PPI	Avidin fluor	Mcl1 Bid PPI
COCCCn1c(=O)/c(=C\c2ccc(OC(F)F)c(OC)c2)s/c1=C(/C#N)C(N)=O	15	-16	6	-35
Brc1cnc2nc(SCc3nc4ccccc4[nH]3)[nH]c2c1	-9	-73	8	-69
CCOC(=O)CC(=O)CSc1n[nH]c(=O)[nH]c1=O	-14	-1	4	-28
CNC(=O)C(=O)Nc1c(O)c2ccccc2[nH]c1=O	1	-22	8	-21
O=C(/C=C/c1ccc(Cl)cc1)NC(=S)Nc1ccccc1C(=O)O	3	16	8	-39
Cc1ccc(N2CC(=O)N(NC(=O)Nc3ccc(Cl)c(Cl)c3)CC2=O)cc1	-7	-14	6	-3
CCOc1ccc2cc(C3CC(c4ccco4)=NN3S(C)(=O)=O)c(Cl)nc2c1 (stereo not drawn)	22	-6	6	-1
COc1cccc(-c2nc(N3CCN(C)CC3)c3ccccc3n2)c1O	-58	68*	7	-54
CC1=NN(S(=O)(=O)c2ccc(C)cc2)C(=O)c2ccccc2O1	9	4	9	-46
C#CC[N+](CC)(CC)CC#Cc1ccccc1	4	3	9	-20
COC(=O)c1cc2c(N)c(C(=O)c3ccccc3)sc2nc1C(OC)OC	3	-4	9	-8
COC(=O)c1ccc(Cn2nnc3ccccc32)cc1	15	-13	7	-3
Cc1cc(Cl)c(S(=O)(=O)N2CCN(c3ccccn3)CC2)cc1OCC(=O)NC1CCCCC1	9	-7	6	5
COc1ccc(OCC(O)CNC(=O)Nc2cc(C)cc(C)c2)cc1 (stereo not drawn)	21	-3	5	-12
CCn1cc(Br)c(C(=O)Nc2ccc(F)cc2F)n1	-14	8	8	-10
O=C(CSc1nc2ccc(Nc3nc(N4CCCC4)nc(N4CCCC4)n3)cc2s1)NCc1ccco1	6	-9	7	-31
Clc1ccc(-[n+]2c(-c3cccc(Br)c3)[nH]c3nc4ccccc4nc32)cc1	-9	-11	18	-18
CC(C)CNC1CCS(=O)(=O)C1 (stereo not drawn)	13	-5	7	-15
Cc1cc(Cl)c2ccc(Cl)cc2n1	11	-1	3	-10
Cn1nc(C(C)(C)C)c([N+](=O)[O-])c1C(=O)Nc1cccc2ccccc12	14	21	5	5
COc1ccc(C(=O)N2CCc3c([nH]c4ccccc34)C2C(F)(F)F)cc1 (stereo not drawn)	17	-10	6	0
COCCN(C(=S)Nc1c(C)cccc1C)C(C)c1ccco1 (stereo not drawn)	-1	5	9	-125
CSCC[C@H](NC(=O)Nc1ccc(S(N)(=O)=O)cc1)C(=O)O	14	7	21	-84
CCOC(=O)CC(=O)Nc1ccn[nH]1	-3	55*	4	-1
CCOC(=O)C(=NCC1CCCO1)NNc1cc(Cl)ccc1Cl (stereo not drawn)	-13	-2	12	-72

Other records follow.
SMILES	Pf gametocyte	Mcl1 Noxa PPI	Avidin fluor	Mcl1 Bid PPI
CC(C)NC(=O)c1sc2c(c1C(=O)Nc1cccnc1)CCCC2	-20	17	6	-21
O=C(NCCc1ccccc1)Oc1ccc(Cl)cc1	12	7	5	-4
O=c1c2ccccc2nc2n1C(CBr)CN2 (stereo not drawn)	-35	-4	6	-35
c1ccc(-c2nnc(N3CCN(c4ccccc4)CC3)nc2-c2ccccc2)cc1	8	1	7	-9
COc1ccc(Cn2c(-c3ccco3)nc3c(c(=O)c4ccccc4n3C)c2=O)cc1	-17	43	9	-35
Cc1nn(-c2ccccc2)c(Cl)c1/C=N/Nc1nncc(=O)[nH]1	-8	6	4	-35
FC(F)Sc1nc2ccccc2[nH]1	7	6	7	-29
CCCn1c(=O)c(/C(N)=N/O)nn(-c2cccc(C(F)(F)F)c2)c1=O	1	-9	4	10

One compound at a time, as listed above. Order of values: Pf gametocyte	Mcl1 Noxa PPI	Avidin fluor	Mcl1 Bid PPI
c1ccc(-c2nnc(N3CCN(c4ccccc4)CC3)nc2-c2ccccc2)cc1 is listed as 8	1	7	-9
O=C(NCCc1ccccc1)Oc1ccc(Cl)cc1 is listed as 12	7	5	-4
